# TCR-CD3 inh: inhibitors of human TCR-CD3 interaction; TAMRA-labeled TCR probe fluorescence, biochemical; 0.37% of 360,000 active; inhibition, % at 9.4 µM; in the data active means inhibition above about 19%;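 further: recombinant mutant TCR 2C K166C tagged with TAMRA read by polarization; 0% = receptor in buffer alone and 100% = receptor with positive control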
# NR1D1 modulator: modulators of human Rev-erb alpha DNA binding | P20393 | Rev-erbα–FITC-DNA binding, fluorescence polarization, 90 min | activity, % at 10 µM | 0.79% of 370,000 active | AID 1259318;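 active means activity above about 14%, limit read from the data; passing the limit was not always enough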;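 further: 0% = DMSO wells with 35 nM protein and 100% = DMSO wells with 750 nM protein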
# Target sequence (P20393 whole entry, looked up): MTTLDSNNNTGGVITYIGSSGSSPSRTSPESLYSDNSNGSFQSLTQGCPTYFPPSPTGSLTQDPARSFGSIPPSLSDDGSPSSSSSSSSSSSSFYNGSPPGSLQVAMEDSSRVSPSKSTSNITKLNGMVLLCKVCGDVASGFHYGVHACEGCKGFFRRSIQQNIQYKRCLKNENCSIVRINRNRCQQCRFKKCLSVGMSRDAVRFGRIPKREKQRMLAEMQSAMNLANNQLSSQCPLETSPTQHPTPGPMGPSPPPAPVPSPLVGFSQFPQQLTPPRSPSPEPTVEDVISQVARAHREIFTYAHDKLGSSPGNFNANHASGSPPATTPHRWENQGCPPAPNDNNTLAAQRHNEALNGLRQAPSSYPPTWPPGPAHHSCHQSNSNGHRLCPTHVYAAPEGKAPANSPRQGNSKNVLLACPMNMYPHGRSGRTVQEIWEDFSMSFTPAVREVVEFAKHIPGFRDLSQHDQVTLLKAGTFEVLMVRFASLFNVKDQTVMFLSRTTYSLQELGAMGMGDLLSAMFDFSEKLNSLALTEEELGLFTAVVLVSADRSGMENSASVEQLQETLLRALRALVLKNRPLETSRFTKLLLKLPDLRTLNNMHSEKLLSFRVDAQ
# ABHD4 inh: inhibitors of mouse ABHD4; Q8VD66; purified mABHD4, FP-Rh probe fluorescence polarization; inhibition, % at 8.92 µM; 0.54% of 370,000 active;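 active means inhibition exceeding the mean over every tested compound plus 3 SD, cut at about 30% in these data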;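 further: 0% = plate median of compound wells and 100% = S159A mutant with DMSO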
#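 Assay system: mABHD4 protein; medium: HEPES pH 7.0, NaCl, Pluronic buffer; dosing: 8.92 µM, single dose; schedule: 45 min + 60 min at 25 °C; signal: FP readout, ex 525 nm / em 598 nm; read-out: normalized percent inhibition of probe labeling; repeats: single replicate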
# PG9 Ab binder: small molecules binding HIV-1 gp120 antibody PG9. TR-FRET gp120-PG9 antibody binding. inhibition, % at 6.7 µM. 0.43% of 360,000 active; in the data active means inhibition above about 8.5%
# rCAG binder: molecules binding r(CAG) RNA repeats; AID 651821; r(CAG) RNA repeat, TO-PRO-1 dye displacement fluorescence; 1.3% of 370,000 active; inhibition, % at 3 µM;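 active means inhibition above the plate cutoff, the mean of all test compounds on that plate plus 3 SD, cut at about 35% in these data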;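 further: 0% = DMSO alone and 100% = 100 µM mitoxantrone as full dye displacement; higher means more dye released from RNA so lower well fluorescence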
# SIAE inh: inhibitors of human sialic acid acetylesterase SIAE. inhibition, % at 9.66 µM. Q9HAT2. AID 1053197. 0.69% of 370,000 active. SIAE FP-Rh probe binding, fluorescence polarization;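 active means inhibition above a cutoff: mean of compounds within the control limits plus 3 SD of those, cut at about 17% in these data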;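 further: 0% = plate median of compound wells and 100% = probe without SIAE protein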
# TDP2 inh: blocks human TDP2 phosphodiesterase activity; inhibition, % at 12.8 µM; AID 720702; recombinant TDP2, T5PNP hydrolysis, p-nitrophenol absorbance 415 nm; O95551; 0.34% of 370,000 active;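 active means inhibition above the mean of all tested compounds plus 3 SD, set per campaign, cut at about 25% in these data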;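 further: 0% = DMSO with enzyme and 100% = buffer with substrate but no TDP2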
# Target sequence (O95551 whole entry, looked up): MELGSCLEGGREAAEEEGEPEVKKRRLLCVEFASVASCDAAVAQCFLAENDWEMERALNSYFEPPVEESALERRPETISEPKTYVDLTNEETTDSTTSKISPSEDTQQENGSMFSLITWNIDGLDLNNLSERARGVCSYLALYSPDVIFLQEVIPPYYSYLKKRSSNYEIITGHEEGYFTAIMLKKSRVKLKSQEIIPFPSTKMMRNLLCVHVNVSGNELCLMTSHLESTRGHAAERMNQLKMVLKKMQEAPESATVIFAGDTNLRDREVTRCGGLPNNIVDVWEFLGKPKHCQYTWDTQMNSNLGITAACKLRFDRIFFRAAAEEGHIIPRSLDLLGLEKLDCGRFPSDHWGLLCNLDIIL
#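 Material: recombinant human TDP2; quantity: TDP2 enzyme at 120 nM final; medium: Tris-HCl pH 7.5 with MgCl2; compound: single concentration, 12.8 µM nominal, with 1% DMSO; incubation: 2 h enzyme incubation at 37 °C; signal: epi absorbance; measure: percent inhibition; benchmarks: high control without enzyme, low control DMSO plus TDP2; repeats: singlicate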
# LEDGF integ inh: blocks HIV-1 LEDGF/p75-dependent DNA integration | TR-FRET IN-LEDGF/p75 DNA integration, Eu/Cy5 | inhibition, % at 3.7 µM | 0.64% of 370,000 active;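 active means inhibition above the screen-wide mean plus 3 SD, cut at about 13% in these data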;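 further: signal is the Cy5 over europium emission ratio at 671 and 618 nm; 0% = plate median of compound wells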
# PRMT1 FP inh: inhibitors of human PRMT1; Q99873; recombinant PRMT1, activity-based probe fluorescence polarization; inhibition, % at 2.79 µM; 1.3% of 370,000 active; AID 652257;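 active means inhibition above about 21% made by adding two undisclosed values, limit read from the data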
# HTRA1 inh: inhibitors of human serine peptidase HTRA1. Q92743. recombinant HTRA1, FP-rhodamine activity-based probe, fluorescence polarization. inhibition, % at 5.96 µM. 0.5% of 340,000 active. AID 504803; in the data active means inhibition above about 36%;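 further: 0% = enzyme with DMSO and 100% = wells lacking enzyme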
# Starred values were filed as active, the others as inactive; . = no result given; & = joins results of further samples. Not all compounds are listed; rates above refer to the full screens.
SMILES,TCR-CD3 inh,NR1D1 modulator,ABHD4 inh,PG9 Ab binder,rCAG binder,SIAE inh,TDP2 inh,LEDGF integ inh,PRMT1 FP inh,HTRA1 inh
CCN(CC)c1ccc(N=Cc2c(O)[nH]c(=O)[nH]c2=O)cc1,13,-2,57*,-14,17,10,8,26*,31*,53*
O=C(Nc1ccccc1OC(=O)N1CCCCC1)N1CCCCC1,2,8,3,0.7,-4,1,2,3,-3,2
CN1CCN(c2ncnc3nc[nH]c23)CC1,-10,-1,0,-0.3,-2,9,2,4,2,-1
COC(=O)c1ccc(NC(=O)NC(=O)Oc2ccccc2)cc1,10,-3,7,-1.7,3,0,-9,3,-6,-1
CC1(C)NCCN2C(=O)CSC21 (stereo not given),-6,-6,-5,-2.2,0,-7,-23,-3,-2,-2
CCOc1ccc(N=Cc2c(O)n(CCc3ccc(OC)c(OC)c3)c(=O)[nH]c2=O)cc1,0,-1,6,0.3,-2,-5,-3,-3,5,2
CCCCC1C(=O)NC(=S)N(C)C1=O (stereo not given),3,3,3,0.9,3,2,4,-2,-1,0
CCCCCn1c(N)c(C(=O)NCc2cccs2)c2nc3ccccc3nc21,0,-2,-3,0.7,8,-5,-10,1,-3,.
C=CCN1C(=O)NC(=O)/C(=C/c2ccc(OCC(=O)Nc3ccc(C)cc3)cc2)C1=O,5,-7,-3,0.8,2,-8,8,0,2,2
Cc1nn(C2CCOC(C)(C)C2)c2c1C(c1ccc(OC(C)C)cc1)SCC(=O)N2 (stereo not given),-1,-4,-1,-1.0,0,11,6,-3,28*,-3
NC(Cc1ccc(Cl)cc1)c1csc(Nc2ccccn2)n1 (stereo not given),-10,2,10,-1.7,11,-1,-1,8,-1,.
COc1cc(OC)c(C=O)c(OC(=O)N(C)C)c1,-2,-2,-1,0.6,-1,12,-1,-1,-3,0
O=C1NC(=S)NC(=O)C1=Cc1ccc(OCC(=O)N2CCCC2)cc1,1,1,-1,-1.6,2,1,11,3,10,4
NNC(N)=O,0,6,-2,-1.0,0,-2,1,5,-2,6
CCOC(=O)[C@]12Cc3cc4ccccc4cc3[C@H]1N(Cc1ccccc1)C(=O)c1cc(OC)ccc12,-4,0,-12,0.6,5,-5,-2,0,-6,.
Cc1ccc(S(=O)(=O)N(C)c2ccc(C(=O)NCC3(N(C)C)CCCCC3)cc2)cc1,7,1,-3,-0.1,-7,12,8,1,-4,-1
COC(=O)C1C(c2ccccc2)CC2CCC1N2C (stereo not given),-1,0,7,0.4,0,-3,9,3,0,.
CCCCCn1c(N)c(C(=O)NCCN2CCOCC2)c2nc3ccccc3nc21,2,-6,12,-2.7,-1,0,-13,6,0,-19
CC(=O)OCC[N+](C)(C)C,-9&-6&-3,-9&0&-8&-8,4&2&-1,0.9&-0.9&-1.8,1&1&3,-4&0&-6,7&8&2,0&-1&5,2&-2&-2,0&4&5
O=C1CN=C(c2ccccc2)c2cc([N+](=O)[O-])ccc2N1,5,-2,5,0.3,2,2,8,-1,0,-4
CN1CCN(c2nc(N(C)C)oc(=O)c2C#N)CC1,0,-4,-8,0.6,5,0,0,2,-1,3
COc1ccc(-n2nnnc2C(c2ccccc2)N2CCC3(CC2)C(=O)NCN3c2ccccc2)cc1 (stereo not given),0,0,0,-2.1,11,2,-10,2,-2,.
CCOC(=O)[C@]12Cc3cc(OC)ccc3[C@H]1N(Cc1ccccc1)C(=O)c1cc(F)c(F)cc12,6,-6,-7,-1.4,0,1,2,2,-3,-17
CCN(CC)CCCN=Cc1c(O)n(-c2ccccc2F)c(=O)[nH]c1=O,3,-3,-12,-1.1,0,2,4,-1,-3,5
C#CCOc1ccc2c(c1)c(C(C)=O)c(C)n2Cc1ccccc1,10,-5,-9,-2.1,1,9,6,2,-1,-29
C=Cc1ccc(Cn2c(C(=O)O)c(C=O)c3ccccc32)cc1,3,-14,-5,-0.5,21,3,13,9,-8,-12
COC(=O)C(O)(c1ccc(NC(=S)NC(=O)c2ccc(Cl)cc2Cl)c(C)c1)C(F)(F)F (stereo not given),4,0,-40,-0.8,-4,-14,-12,0,-1,-47
O=C(NCCN1CCC2(CC1)C(=O)NCN2c1ccccc1)c1ccc(F)cc1,-10,-1,6,-0.8,-3,8,12,0,3,.
C=CCn1c(O)c(C(C)=Nc2ccc(NC(C)=O)cc2)c(=O)[nH]c1=O,-2,-4,-5,1.2,3,-6,2,-2,3,-3
O=C(Nc1ccc(Cl)cc1)OC1CN2CCC1CC2 (stereo not given),-4,-4,-2,-0.2,1,10,1,7,-4,-26
CCNC(=O)N1Cc2ccccc2-n2nncc2C1,4,-2,0,-0.1,1,-3,-6,1,0,3
Fc1ccccc1CNC1CN2CCC1CC2 (stereo not given),1,-6,16,1.0,0,-4,12,-1,5,0
CCOC(=O)C1=C(N)OC2=C(C(=O)CCC2)[C@]12C(=O)N(CC(N)=O)c1ccccc12,-5,2,2,-1.4,-5,6,4,0,-6,3
CC1=CC(=O)C2=C(C)C[C@H](O)[C@@H]3[C@H](OC(=O)[C@H]3C)[C@@H]12,5,2,1,-1.1,3,1,-3,-2,-3,7
COC(=O)C1C(c2ccc(C)cc2)CC2CCC1N2C (stereo not given),-4,7,3,1.6,1,-1,-7,2,1,.
Cc1cc(N2CCNC[C@H]2C)ccc1N1CCN[C@H](C)C1,2,-3,-6,-0.7,5,-1,-13,7,-2,.
CS(=O)(=O)N1Cc2cnnn2-c2ccccc2C1C#N (stereo not given),-11,8,-2,-0.3,0,1,0,-4,3,7
C=CCn1c(O)c(C(C)=NCCc2c[nH]c3ccccc23)c(=O)[nH]c1=O,4,-2,-2,-0.8,-1,2,10,3,3,-4
CC12CN3CCN(CC(C3)/C1=N/NC(N)=O)C2,-3,0,-1,-0.2,-1,-6,7,0,1,3
Cc1ccc(CN2CCN(CC(=O)N3CCC4(CC3)OCCO4)C2=O)cc1,0,-1,1,-0.1,-5,0,10,12,0,4

# Compound profiles (already shown). Screens in order: TCR-CD3 inh | NR1D1 modulator | ABHD4 inh | PG9 Ab binder | rCAG binder | SIAE inh | TDP2 inh | LEDGF integ inh | PRMT1 FP inh | HTRA1 inh
# C=CCn1c(O)c(C(C)=NCCc2c[nH]c3ccccc23)c(=O)[nH]c1=O is listed with 4 | -2 | -2 | -0.8 | -1 | 2 | 10 | 3 | 3 | -4
# CCNC(=O)N1Cc2ccccc2-n2nncc2C1 is listed with 4 | -2 | 0 | -0.1 | 1 | -3 | -6 | 1 | 0 | 3
# Cc1ccc(CN2CCN(CC(=O)N3CCC4(CC3)OCCO4)C2=O)cc1 is listed with 0 | -1 | 1 | -0.1 | -5 | 0 | 10 | 12 | 0 | 4
# Cc1cc(N2CCNC[C@H]2C)ccc1N1CCN[C@H](C)C1 is listed with 2 | -3 | -6 | -0.7 | 5 | -1 | -13 | 7 | -2 | .
# COC(=O)C1C(c2ccc(C)cc2)CC2CCC1N2C (stereo not given) is listed with -4 | 7 | 3 | 1.6 | 1 | -1 | -7 | 2 | 1 | .

# (further entries)
SMILES,TCR-CD3 inh,NR1D1 modulator,ABHD4 inh,PG9 Ab binder,rCAG binder,SIAE inh,TDP2 inh,LEDGF integ inh,PRMT1 FP inh,HTRA1 inh
COc1cc(OC)c(OC)cc1CN1CCN(C(=O)Cc2ccccc2)CC1,-2,2,8,-2.5,-8,5,1,-2,-4,5
CC(=NCCN1CCCCC1)c1c(O)n(-c2ccc(Cl)cc2)c(=O)[nH]c1=O,1,3,-4,-4.3,4,-2,7,-1,0,8
NC(=O)Cn1cc(C(=O)c2ccccc2)c2ccccc21,11,-2,4,1.6,-1,-4,0,0,1,5
CCCC1(CCO)C(=O)NC(=S)NC1=O,0,11,-2,0.2,1,2,-3,5,-5,-2
CC1CC2(O)c3no[n+]([O-])c3CCC2N1O (stereo not given),5,-7,4,-0.5,0,1,-11,0,1,1
COC(=O)C1=C(c2ccc(OC)c(OC)c2)C[C@@H]2CC[C@H]1N2C(=O)NCCNC(C)=O,-2,-4,6,-0.6,-2,-2,3,-1,-1,4
CCc1ccccc1N1C(=O)CC(=O)NC1=O,-9,-2,7,0.6,0,6,-1,-3,-2,-2
C#CC(CC)(CC)NC(=O)Nc1ccc(OCC)cc1,4,-2,-16,-0.4,-5,3,4,-3,1,3
CCN(CC)C(=O)c1ccc(NC(=O)c2cccc(F)c2)cc1,4,-5,4,0.8,-1,-4,-5,-1,-1,-4
CC(=O)O[C@H]1C[C@@H]2OC3C=C(C)CCC3(C)[C@@]1(C)[C@@]21CO1 (stereo not given in full),2,-5,-4,-1.7,0,-3,-4,5,-4,2
COc1ccc(Cn2c(O)c(/C=N/NC(=O)c3ccccc3O)c(=O)[nH]c2=O)cc1,11,-5,30*,-2.7,91*,5,1,-4,7,31
CC(C)c1ccc(N2C(=O)NC(=O)/C(=C\C=C\c3ccco3)C2=O)cc1,-12,-6,-3,-1.7,44*,-29,8,23*,18,.
O=C(O)C1C2c3ccccc3C(O)C1(C(=O)O)c1ccccc12 (stereo not given),0,2,2,-0.9,3,1,8,2,2,5
CCOC(=O)C1(c2ccccc2)Oc2ccccc2C(c2ccc(OC)cc2)=C1C(=O)OC (stereo not given),3,12,-9,-0.3,5,2,8,4,-2,-12
C[C@]12CC[C@H](O)CC1=CCC1C2CC[C@@]2(C)C1C[C@@H]1CC(=O)O[C@@H]12 (stereo not given in full),-6,-1,2,1.0,2,-5,-8,-6,4,7
CN1CCN(Cc2cc3c(cc2[N+](=O)[O-])OCO3)CC1,2,7,0,-0.2,2,4,10,4,-4,4
Cc1nn(Cc2ccccc2)c(Cl)c1C(=O)O,-2,-2,-2,0.5,-3,10,9,2,-4,9
COC12c3ccccc3-c3ccccc3C1C(C(=O)O)C2C(=O)O (stereo not given),-5,0,4,-0.2,3,1,2,-1,3,.
Cn1c(O)c(C(=O)c2ccccc2)c(=O)n(C)c1=O,0,6,9,2.0,0,8,5,-1,10,-2
C[C@]12C=CC(=O)C=C1C=C[C@@H]1C2CC[C@]2(C)C(=O)CCC12 (stereo not given in full),2,-2,-49,1.8,-5,10,9,6,-2,-4
CCCC(C)C(=O)NC1CCSC1=O (stereo not given),6,-2,7,-1.2,-2,6,-3,4,-2,7
COc1cc(C)c(CNCCc2c[nH]c3ccccc23)cc1C,-3,-2,10,0.1,9,-5,3,3,1,-1
C=CCNC(=S)Nc1ccc(OC(=O)Nc2ccc(Cl)c(Cl)c2)cc1,18,1,-19,-2.4,3,-51,4,-4,2,-20
CCN(CC)C(=O)c1ccc(NC(=O)CSc2nnnn2-c2cc(OC)ccc2OC)cc1,0,2,2,1.4,-6,5,0,-1,-1,-6
COC(=O)C1=C(c2ccc(F)cc2F)C[C@@H]2CC[C@H]1N2C,3,4,-2,-1.6,-2,6,2,0,1,3
Cc1nc2ccccc2c(=O)n1-c1cccc(C(F)(F)F)c1,-4,-4,1,0.2,-2,-3,3,2,3,5
CCOC(=O)N(C)c1ccc(C(O)(C(=O)OCC)C(F)(F)F)cc1 (stereo not given),-3,0,1,-1.4,-6,3,8,-4,1,6
Cc1cccc(C)c1-n1nnnc1C(CCc1ccccc1)N1CCC2(CC1)C(=O)NCN2c1ccccc1 (stereo not given),0,-5,0,-0.1,4,7,1,-1,0,.
